# bIAP inh – blocks bovine intestinal alkaline phosphatase activity. 190,000 tested, under 10 active. AID 1019. purified bovine IAP, CDP-star luminescence, 30 min. inhibition, % at 20 µM;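 active = over 50% inhibition of intestinal alkaline phosphatase at 20 µM in the single-dose screen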
#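 System: Purified bovine intestinal alkaline phosphatase (IAP) enzyme | Input: IAP diluted 1/65,000,000 in the well | Also added: CDP-star chemiluminescent phosphatase substrate, 30 µM final | Dosing: 20 µM single dose | Times: Enzyme reaction for 30 min at room temperature | Detection: Luminescence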
# S1P3 antag – S1P3 (human) receptor antagonism. Q99500. CHO S1P3 NFAT-BLA reporter, FRET fluorescence, antagonist mode. inhibition, % at 4.98 µM. 0.27% of 170,000 active;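 active = inhibition above the plate cutoff, the mean inhibition of test wells on that plate plus 3 SD, cut at about 28% in these data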;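 also: cells challenged with S1P at its EC80 of 0.8 µM; blue over green emission ratio from cleaved BLA substrate after 4 h stimulation; 0% = S1P-stimulated wells and 100% = unstimulated DMSO-only wells; some compounds past the cut are filed as inactive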
# Target sequence (Q99500 whole entry, looked up): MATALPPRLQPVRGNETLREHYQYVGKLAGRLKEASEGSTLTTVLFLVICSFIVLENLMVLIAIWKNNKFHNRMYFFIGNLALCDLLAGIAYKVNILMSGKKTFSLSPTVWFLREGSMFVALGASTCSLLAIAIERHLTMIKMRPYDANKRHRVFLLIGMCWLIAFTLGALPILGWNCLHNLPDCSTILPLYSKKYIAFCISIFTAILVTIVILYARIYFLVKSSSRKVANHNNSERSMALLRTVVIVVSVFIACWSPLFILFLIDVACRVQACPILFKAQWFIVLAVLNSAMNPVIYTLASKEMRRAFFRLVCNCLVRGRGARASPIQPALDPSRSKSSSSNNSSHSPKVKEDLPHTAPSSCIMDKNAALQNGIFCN
# ROMK mod – modulators of human ROMK potassium channel; P48048; Tet-inducible ROMK, thallium flux fluorescence; actives lie on both sides; B-score at 10 µM; 2% of 130,000 active; AID 1918;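 active = signal ratio slope over the read window, or its plate-corrected B-score, at least 3 SD from the plate mean, either direction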;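 also: B-score of the F/F0 ratio slope over 7 to 12 s after thallium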
# TLR4-MyD88 BLA – blocks binding of human TLR4 to MyD88 | O00206+Q99836 | HeLa CL3-4 TLR4/MyD88 BLA complementation, FRET ratio | inhibition, % at 8.4 µM | 0.18% of 200,000 active | AID 861; in the data active = inhibition above about 25%;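 also: 0% = vehicle and 100% = reference inhibitor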
# PPARg SRC-1 ag – promotes SRC-1 coactivator recruitment by human PPARgamma; activation, % at 8 µM; 0.41% of 200,000 active; AID 631; PPARgamma-SRC-1 coactivator recruitment biochemical assay; in the data active = activation above about 19%;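 also: 0% = DMSO and 100% = reference agonist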
# Target sequence (P37231 whole entry, looked up): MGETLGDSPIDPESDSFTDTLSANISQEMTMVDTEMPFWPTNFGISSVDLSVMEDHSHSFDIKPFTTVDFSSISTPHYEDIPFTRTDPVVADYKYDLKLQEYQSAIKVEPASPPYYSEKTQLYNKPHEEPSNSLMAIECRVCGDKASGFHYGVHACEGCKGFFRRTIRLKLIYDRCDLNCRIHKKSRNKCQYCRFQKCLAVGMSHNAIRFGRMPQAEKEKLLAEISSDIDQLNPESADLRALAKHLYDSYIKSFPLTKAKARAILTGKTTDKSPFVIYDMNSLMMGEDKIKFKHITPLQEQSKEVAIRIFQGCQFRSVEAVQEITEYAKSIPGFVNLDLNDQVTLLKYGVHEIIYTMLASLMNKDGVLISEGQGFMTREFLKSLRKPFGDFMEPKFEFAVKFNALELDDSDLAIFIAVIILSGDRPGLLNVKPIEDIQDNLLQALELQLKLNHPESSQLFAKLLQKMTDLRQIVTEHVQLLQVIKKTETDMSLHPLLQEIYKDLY
# Redox H2O2 prof – compounds producing H2O2 with reducing agent – biochemical, NIH compound library profiling, artefact control for MLSCN library redox annotation, primary screen; activation, % at 10 µM; DTT-dependent redox cycling H2O2, phenol red/HRP absorbance; 100% = 100 µM peroxide control, 0% = buffer; 0.03% of 200,000 active;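 active = activation of at least 50% relative to the plate's high and low controls in the primary single-dose screen; inactive = activation below 50%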;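 also: compound incubated with DTT at 0.8 mM final as the reducing agent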
# TR-FRET SRC-2 ct – TR-FRET artefact, counter-screen to PPARgamma/SRC-2 agonist assay; 0.4% of 200,000 active; active compounds read high; TR-FRET ratio at 8 µM; in the data active = TR-FRET ratio above about 2000; also: inactives centre near 1500; reference of the scale not given here
# PPARg SRC2 recr – agonists of SRC-2 recruitment by human PPARgamma. activation, % at 8 µM. 0.34% of 200,000 active. PPARgamma LBD-SRC-2 recruitment, biochemical. P37231; in the data active = activation above about 22%;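 also: 0% = vehicle and 100% = reference agonist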
# Lmaj promast – reduces viability of Leishmania major promastigotes. resazurin fluorescence viability. inhibition, % at 10 µM. 9% of 200,000 active. AID 1063; in the data active = inhibition above about 50%;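 also: promastigotes grown with compound for 44 hours at 28 °C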
# bIAP act – increases bovine intestinal alkaline phosphatase activity; purified bovine IAP, CDP-star luminescence, 30 min; active compounds read high; fold of DMSO-control signal, blank-subtracted; activation factor at 20 µM; 0.17% of 200,000 active; AID 1016;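 active = activation factor of 2 or more at 20 µM, a signal rise over negative controls twice the positive control's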
# PPARg SRC-3 ag – PPARgamma-driven SRC-3 recruitment agonism. P37231. biochemical PPARgamma/SRC-3 coactivator recruitment assay. activation, % at 8 µM. 0.26% of 200,000 active. AID 731; in the data active = activation above about 23%;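 also: 0% = DMSO and 100% = reference agonist; some compounds past the cut are filed as inactive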
# Active calls of the source: *; nt = no result given.
item	smiles	ROMK mod	PPARg SRC2 recr	Lmaj promast	bIAP inh	PPARg SRC-1 ag	PPARg SRC-3 ag	TR-FRET SRC-2 ct	TLR4-MyD88 BLA	S1P3 antag	Redox H2O2 prof	bIAP act
1	O=c1c2[nH]c3ccc(F)cc3c2nc2n1CCCS2	-0.484	3.3	16.2	-19.4	2.7	-3.0	1546	0.9	-9.7	-0.2	1.2
2	Cc1ccc(-c2nnc(N(C)C(=O)c3cccnc3)s2)cc1	nt	-3.6	-1.0	-13.5	-9.1	2.1	1426	-9.0	nt	2.1	1.1
3	O=C(CSc1nnnn1C1CCCC1)N1CCN(C(=O)c2ccco2)CC1	nt	-0.6	-7.2	4.7	-9.3	-6.0	1546	9.5	-9.3	2.6	1
4	Cc1[nH]c2ccccc2c1C(C[N+](=O)[O-])c1cccc(O)c1 (stereo not given)	-0.827	-0.2	14.0	9.9	3.3	4.7	1607	-3.3	-12.3	-1.3	0.9
5	CC(C)OCCCNC(=O)Cc1ccc(F)cc1	0.799	0.6	-1.8	7.1	-2.6	2.4	1464	0.6	-4.1	-2.0	0.9
6	COc1cc(/C=N\NC(=O)c2ccc(C)nc2)ccc1OC(=O)c1ccc2c(c1)OCO2	-0.555	1.1	-4.3	-1.5	-1.1	3.2	1506	3.8	-9.1	0.1	1
7	O=S(=O)(c1ccc(Cl)cc1)N1CCNCC1	0.563	0.5	6.1	14.2	-9.0	-2.8	1616	1.6	-19.8	-2.3	0.9
8	COc1ccc(-n2c(SCC#N)nnc2-c2ccc(NS(=O)(=O)c3ccc(C)cc3)cc2)cc1	nt	1.4	-3.2	5.9	7.2	0.0	1705	15.9	-20.1	-2.3	0.9
9	C=CCn1c(=O)/c(=C/c2cc(OC)c(OC)c(OC)c2)s/c1=C(/C#N)c1nc2ccccc2n1C	nt	4.2	39.3	8.7	3.3	-2.6	1484	3.3	nt	-0.1	0.9
10	C/C(=N\NC(=O)c1cc(-c2cccc([N+](=O)[O-])c2)n[nH]1)c1ccccc1O	nt	2.5	-9.4	-6.7	1.2	-2.9	1503	-5.3	1.7	0.5	1.1
11	CCSc1nnc(CNC(=O)c2ccccc2F)n1-c1ccccc1OC	0.843	-0.9	-3.2	-15.9	-0.5	2.2	1585	-1.0	-9.9	-1.8	1.2
12	Cc1ccc(-c2cc(-c3ccccc3C)[nH]n2)c(O)c1	0.0276	13.4	32.2	-3.6	5.2	11.9	1685	-2.9	nt	-0.4	1
13	COc1ccc2nc(C)c3c(c2c1)OC(C)C3 (stereo not given)	nt	1.8	-0.9	-6.7	7.3	-7.3	1343	1.3	6.9	2.4	1.1
14	COc1cccc(-c2nnc(NC(=O)c3ccc(Cl)s3)o2)c1	1.94*	2.9	54.8*	8.5	-1.7	-4.7	1477	2.3	-7.8	0.6	0.9
15	COc1ccc(N(CC(=O)Nc2ccc3c(c2)OCO3)S(=O)(=O)c2ccccc2)cc1	-1.05	-4.6	18.8	-25.2	1.4	0.9	1467	-3.9	-0.7	0.3	1.3
16	Cc1ccccc1Nc1cc(=O)oc2ccccc12	-0.113	3.6	33.2	2.0	-1.3	2.7	1582	0.0	nt	0.0	1
17	Cc1cccc(N2CCN(CC(O)COCc3cccs3)CC2)c1C (stereo not given)	nt	0.9	7.7	-1.4	-2.9	1.9	1557	3.1	-2.8	0.1	1
18	Cc1ccc(N2C(=O)c3cccc4c(C(=O)O)ccc(c34)C2=O)cc1	-0.356	-5.2	-3.7	-45.4	1.4	-4.8	1398	-13.7	-19.0	-0.9	1.5
19	c1ccc(-c2ccccc2OCCCN2CCCCCC2)cc1	-2.2	-7.4	98.4*	-30.3	8.9	3.6	1504	5.7	1.5	0.4	1.3
20	COC(=O)Cn1c(C)nc(=O)c(-c2ccccc2)c1C	nt	0.2	-6.3	3.6	-2.3	2.0	1589	9.6	13.6	-2.6	1
21	O=C(c1ccccc1)N1CCN(c2n[nH]c(=O)[nH]c2=O)CC1	-0.538	-3.1	3.7	6.0	5.5	0.0	1644	0.1	-17.3	-0.2	0.9
22	Cc1cc(C)c(C(=O)Nc2ccc(S(=O)(=O)Nc3onc(C)c3C)cc2)c(C)c1	nt	3.2	-13.9	8.3	4.3	-6.4	1382	6.5	-7.6	-0.1	0.9
23	Cc1cc(SCC(=O)Nc2ncc(Cl)cc2Cl)nc2ccccc12	nt	1.9	1.0	-4.7	5.9	2.4	1648	5.2	3.8	0.5	1
24	COc1ccc(N2CCN(C(=O)c3ccc(Cn4c(=S)[nH]c5ccc(N6CCOCC6)cc5c4=O)cc3)CC2)cc1	0.711	0.2	91.2*	-8.2	4.2	7.7	1719	-0.7	-1.8	-0.9	1.1
25	CN(C)c1ccc(NC(=O)N2CCOCC2)cc1	1.16	14.8	0.2	-4.6	11.9	19.1	1649	-11.2	nt	0.4	1
26	Cn1c(SCC2CCCO2)nnc1-c1ccc([N+](=O)[O-])cc1 (stereo not given)	0.403	8.0	2.6	-0.5	0.4	6.0	1542	-6.5	3.9	-0.5	1
27	CCCOC(=O)Nc1ccc(S(=O)(=O)Nn2cnnc2)cc1	-0.666	0.0	-4.1	5.0	6.8	4.6	1659	6.6	32.2	-0.5	0.9
28	CCOc1ccc(C2C(C(=O)OC)=C(C)N=C3SCCC(=O)N32)cc1OCC (stereo not given)	nt	-6.5	0.1	-7.0	2.6	4.0	1519	-4.9	1.8	-0.2	1.1
29	C=CCn1c(SCC(=O)NCCC2=CCCCC2)nc2ccc(Cl)cc2c1=O	nt	-0.5	-1.8	11.5	-0.5	-3.2	1638	-2.3	nt	2.1	0.9
30	COc1ccc(-c2c(C)n([O-])c3c([n+]2=O)CCCC3)c(OC)c1	nt	-0.5	-1.2	1.3	-0.4	8.8	1474	0.1	nt	0.6	1
31	COC(=O)C1=C(CSc2nncn2C)NC(=O)NC1c1ccc(F)cc1 (stereo not given)	nt	4.6	-6.9	4.7	6.7	12.0	1578	6.5	nt	1.5	1
32	CNC(=O)CSc1nc2nc(C)cc(C)n2n1	nt	-5.6	-0.1	4.6	-6.9	5.4	1441	11.6	nt	0.2	1
33	CCOCCCN1CC(C(=O)NCCc2ccccc2)CC1=O (stereo not given)	0.441	-5.5	-3.0	-1.4	3.4	-4.7	1465	-12.8	-8.5	0.8	1
34	CC(OC(=O)/C=C/c1cccs1)C(=O)Nc1ccc(S(N)(=O)=O)cc1 (stereo not given)	0.274	3.9	1.9	12.4	5.4	1.6	1713	4.5	11.9	-2.6	0.9
35	COc1ccc(NC(=O)CC(C)(C)C)c([N+](=O)[O-])c1	nt	-5.0	-2.4	7.9	-2.4	8.8	1594	15.5	nt	1.8	0.9
36	O=C1NN(c2ccccc2)C(=O)C2C1C1C=CC2C12CC2 (stereo not given)	nt	4.9	-4.9	4.3	-2.7	2.8	1635	-7.0	-6.8	0.1	1
37	CCC(C)NC(=O)Nc1ccc(C)cc1C (stereo not given)	0.576	0.9	11.7	-9.1	2.0	-1.4	1551	5.3	-3.0	-1.5	1.1
38	CCOC(=O)C1CCN(Cc2cn[nH]c2-c2ccccc2)CC1	-0.0415	-3.1	-1.9	-23.1	2.1	1.7	1590	-0.1	8.0	-0.4	1.2
39	CCOC(=O)C1=C(C)C(c2ccc(OC)cc2)NC(=O)N1 (stereo not given)	-1.1	-0.4	-1.6	12.2	3.5	-2.0	1679	15.1	-7.2	-0.1	0.9
40	C=CCn1cnc2c(nnn2-c2ccc(OC)c(OC)c2)c1=O	nt	11.5	-0.1	-5.3	1.8	1.3	1437	-14.2	-12.9	0.3	1.1
41	O=C(O)CSc1nnc(-c2ccncc2)n1C1CCCCC1	nt	-1.0	-2.0	17.5	-6.5	11.0	1462	9.8	-14.4	1.7	0.8
42	COC(=O)c1ccc(CNC(=O)c2cc3ccccc3oc2=O)cc1	0.689	-0.8	-9.1	3.4	5.3	5.4	1400	-6.3	-6.7	0.2	1
43	Cc1c(C(=O)N2CCCC(C)C2)sc2ncnc(N3CCCCC3C)c12 (stereo not given)	-2.49	0.9	18.3	-5.1	4.2	4.3	1747	6.3	-7.0	-0.2	1.1
44	O=C1CC(Sc2nnc(-c3ccccc3)o2)C(=O)N1c1ccccc1 (stereo not given)	nt	39.1*	-7.7	6.8	19.8*	31.2*	1657	-21.2	10.4	1.7	0.9
45	CCc1nnc(NC(=O)CN2C(=O)c3ccccc3S2(=O)=O)s1	nt	-5.8	-5.1	-28.7	-1.1	-0.6	1303	-15.6	-18.4	2.6	1.3
46	Cc1nn(C)c(C(=O)N/N=C/c2cccc3ccccc23)c1Cl	1.37	4.3	-1.0	39.1	4.5	-1.7	1489	8.8	21.9	-0.5	0.6
47	C(=C\c1ccccc1)/CSc1nnc(-c2cccnc2)o1	-2.25	-5.0	-1.5	12.4	-5.1	-3.6	1417	-3.2	18.7	-0.3	0.9
48	O=C(CSc1ccc2c(c1)OCCO2)Nc1cccnc1	-0.258	-2.1	3.4	-9.3	-6.7	-0.5	1530	-8.1	-16.9	-0.5	1.1
49	CC1CCCN(CC(=O)Nc2cccc([N+](=O)[O-])c2)C1 (stereo not given)	-0.181	5.0	-4.6	3.3	4.7	-2.5	1563	-13.6	-3.4	0.1	1
50	O=C(NN1C(=O)/C(=C\c2cccnc2)SC1=S)c1ccco1	0.139	1.2	35.2	-2.5	9.6	2.2	1745	2.8	-2.1	0.2	1
51	COc1cc(C(=O)NC2CC(C)(C)NC(C)(C)C2)cc(OC)c1OC	0.0708	-1.4	8.7	-8.2	7.8	2.0	1704	3.8	-15.1	-1.2	1.1
52	Cc1nnc(-c2cnn(C)c2N)n1CCCN(C)C	-0.0271	-3.2	1.8	11.2	4.0	-2.8	1462	-28.4	-19.6	-1.5	0.9
53	COc1cc(C)c(Cl)cc1S(=O)(=O)n1ccnc1C	1.23	-3.5	2.4	8.1	-5.0	-1.0	1360	2.1	nt	0.1	0.9
54	Cc1ccc(OCCCOc2cccc3cccnc23)cc1C	nt	-4.0	1.6	3.1	-2.6	-4.6	1300	0.8	nt	2.3	1
55	O=C(/C(=C(\[O-])c1ccccc1)[n+]1ccc2ccccc2c1)c1ccc([N+](=O)[O-])cc1	nt	5.4	-12.7	-43.7	-5.7	-0.4	1407	-8.4	-0.4	-0.6	1.4
56	CCOC(=O)c1c(C)[nH]c(C2=NNC(=Nc3ccc(OCC)cc3)SC2)c1C	1.01	11.0	-3.2	0.5	-1.9	1.5	1626	-6.0	-5.3	0.3	1
57	CN1CCN(Cc2nc3ccccc3c(=O)n2Cc2nc(-c3ccccc3F)cs2)CC1	nt	-3.1	9.0	2.9	9.0	1.8	1643	-6.9	2.4	0.3	1
58	COc1cccc(-c2nnc3sc(-c4ccc(C)cc4)nn23)c1	-0.195	4.8	-5.5	-0.1	12.2	11.4	1661	-9.3	nt	-2.9	1

# Screening data (PubChem BioAssay)
